ANO1 activ: activators or potentiators of mouse TMEM16A chloride channel; HEK293 TMEM16A/YFP-H148Q/I152L, iodide quench fluorescence; hits give low values; B-score at 10 µM; actives 0.3% (n = 340,000); Q8BHY3;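 active = fluorescence-ratio B-score plate-corrected deviation score at least 3 library SD below zero, with starting fluorescence score within 5 deviations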;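 note: channel opened by trigger with iodide after compound preincubation; score built on the fluorescence ratio of max minus min over baseline; more negative score means more quench and so TMEM16A activation or potentiation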
Target sequence (Q8BHY3 whole entry, looked up): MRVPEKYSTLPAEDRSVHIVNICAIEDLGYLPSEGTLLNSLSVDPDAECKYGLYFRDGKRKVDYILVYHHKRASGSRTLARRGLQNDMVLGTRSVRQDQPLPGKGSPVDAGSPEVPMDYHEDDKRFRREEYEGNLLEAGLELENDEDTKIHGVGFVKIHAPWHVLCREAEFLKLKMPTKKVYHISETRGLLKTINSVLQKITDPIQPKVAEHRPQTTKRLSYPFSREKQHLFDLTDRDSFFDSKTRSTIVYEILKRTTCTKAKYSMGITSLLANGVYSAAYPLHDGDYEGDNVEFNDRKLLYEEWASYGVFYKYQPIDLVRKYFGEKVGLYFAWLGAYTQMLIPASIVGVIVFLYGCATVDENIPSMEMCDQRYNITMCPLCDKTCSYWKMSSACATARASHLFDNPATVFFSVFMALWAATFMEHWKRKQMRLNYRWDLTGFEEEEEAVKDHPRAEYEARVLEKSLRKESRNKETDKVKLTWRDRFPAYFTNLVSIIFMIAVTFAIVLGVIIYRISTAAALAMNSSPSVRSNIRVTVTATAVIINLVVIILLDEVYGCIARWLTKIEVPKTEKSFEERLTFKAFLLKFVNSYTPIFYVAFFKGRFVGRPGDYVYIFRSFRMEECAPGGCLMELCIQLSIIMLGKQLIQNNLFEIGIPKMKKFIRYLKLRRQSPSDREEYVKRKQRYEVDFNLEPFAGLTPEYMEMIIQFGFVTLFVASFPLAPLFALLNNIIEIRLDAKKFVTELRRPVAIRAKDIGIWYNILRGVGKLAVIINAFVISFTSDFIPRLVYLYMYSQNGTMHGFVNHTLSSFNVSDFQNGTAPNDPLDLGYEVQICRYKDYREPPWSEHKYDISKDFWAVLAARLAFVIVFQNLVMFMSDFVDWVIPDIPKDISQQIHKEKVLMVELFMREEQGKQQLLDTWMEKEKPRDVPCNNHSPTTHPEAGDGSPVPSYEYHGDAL
Calls only; i = inactive. The list is partial. The share of hits here may be higher or lower than overall.

molecule,ANO1 activ
COc1ccccc1C(CNC(=O)c1ccc(NS(=O)(=O)c2ccc(C(C)=O)cc2)cc1)N1CCCC1 (stereo unspecified),i
CC(C)(C)c1ccc(OCCC(=O)Nc2cccc(S(=O)(=O)NC3=NCCCCC3)c2)cc1,i
CCOC(=O)c1cc2c(=Cc3ccc(N(C)C)cc3)c3ccccc3n2[n+]1C,i
O=C(COC(=O)/C=C/c1cccc(C(F)(F)F)c1)NC1CCS(=O)(=O)C1 (stereo unspecified),i
COc1ccc(OC)c(NC(=O)CN2C(=O)NC3(CCCc4ccccc43)C2=O)c1 (stereo unspecified),i
CC(NC(=O)COC(=O)Cc1cccs1)c1ccc(F)cc1 (stereo unspecified),i
NC(=O)c1cc(S(=O)(=O)N2CCCC2)ccc1OCCOc1ccccc1F,i
Nc1nc(N2CCOCC2)n[nH]1,i
O=C1[C@H](Oc2ccccc2)[C@@H](c2ccncc2)N1c1ccncc1,i
O=C1C(CO)C(CO)C(CO)C1CO (stereo unspecified),i
OCCN(CCO)c1nc(N2CCCCC2)c2nc(N(CCO)CCO)nc(N3CCCCC3)c2n1,i
CC1(c2ccccc2)NC(=O)N(CC(=O)NNC(=O)c2ccccc2F)C1=O (stereo unspecified),i
Cc1cc(C)n2nc(N)nc2n1,i
COc1ccc(C(=O)NCc2ccc3c(c2)OCO3)cc1S(=O)(=O)N1CCCC1,i
CN(CC(=O)NCC(=O)Nc1ccc(F)cc1)CC(=O)Nc1ccc(Cl)c(C(F)(F)F)c1,i
NC1=NC(=O)NC1(c1ccccc1)c1ccccc1,i
O=C1CSC(=S)N1N=Cc1ccc2c(c1)OCO2,i
COc1ccc(CCn2c(C)cc(C(=O)CN3C(=O)C(=O)N(C4CCCC4)C3=O)c2C)cc1OC,i
COc1ccc(S(=O)(=O)NCC(c2ccc(F)cc2)N2CCOCC2)cc1Br (stereo unspecified),i
CC(=O)Nc1ccc(-c2c(C)cc3oc(=O)cc(-c4ccccc4)c3c2C)cc1,i
O=C1CC[C@@H]2CC(N3CCN(c4ccccc4)CC3)C[C@@H]3CCN1[C@H]23 (stereo partly specified),i
CCOC(=O)c1c(C)[nH]c(C(=O)CN2C(=O)NC(C)(C)C2=O)c1C,i
CN1CCC(OC(c2ccccc2)c2ccc(Cl)cc2)C1 (stereo unspecified),i
O=C(Nc1ccncc1)C1CC(=O)N(c2ccccc2)C1 (stereo unspecified),i
CNC(=O)OCN1C(=O)C2CC=CCC2C1=O (stereo unspecified),i
CCN(C(=O)COC(=O)/C=C/c1c(C)nn(-c2ccccc2)c1C)c1c(N)n(Cc2ccccc2)c(=O)[nH]c1=O,i
O=c1[nH]c(=O)n(C2CC(O)C(CO)O2)cc1Br (stereo unspecified),i
CC1(C)OC1(C#N)c1ccccc1 (stereo unspecified),i
CC(C)c1ccc(C2OCCCO2)cc1,i
Oc1ccccc1-c1nnco1,i
NC(=O)C1(Nc2ccc(C(=O)O)cc2)CCCC1,i
CC(C)n1cc(C#N)c(N)n1,i
COC(=O)c1sc(N2C(=O)c3oc4ccccc4c(=O)c3C2c2cccs2)nc1C (stereo unspecified),i
CCc1ccccc1NC(=O)CN1CCN(C(=O)c2ccc(OCc3cn4ccccc4n3)cc2)CC1,i
Cc1ccc(NS(=O)(=O)c2ccc(Cl)nc2)c(C)c1,i
CC(=O)N(c1ccccc1)C(C(=O)c1ccccc1)c1ccccc1 (stereo unspecified),i
COc1ccc(-c2cc(C(F)(F)F)n3nc(C(=O)Nc4c(C)n(C)n(-c5ccccc5)c4=O)cc3n2)cc1,i
Cc1ccc(NC(=O)CSCC(=O)Nc2cc(S(=O)(=O)N3CCOCC3)ccc2OC(C)C)cc1,i
O=C1Cc2cc(O)ccc2O1,i
Cc1[nH]nc(C(F)(F)F)c1N=NN1CCOCC1,i

Entries shown so far that contain fluorine:
molecule,ANO1 activ
O=C(COC(=O)/C=C/c1cccc(C(F)(F)F)c1)NC1CCS(=O)(=O)C1 (stereo unspecified),i
CC(NC(=O)COC(=O)Cc1cccs1)c1ccc(F)cc1 (stereo unspecified),i
NC(=O)c1cc(S(=O)(=O)N2CCCC2)ccc1OCCOc1ccccc1F,i
CC1(c2ccccc2)NC(=O)N(CC(=O)NNC(=O)c2ccccc2F)C1=O (stereo unspecified),i
CN(CC(=O)NCC(=O)Nc1ccc(F)cc1)CC(=O)Nc1ccc(Cl)c(C(F)(F)F)c1,i
COc1ccc(S(=O)(=O)NCC(c2ccc(F)cc2)N2CCOCC2)cc1Br (stereo unspecified),i
COc1ccc(-c2cc(C(F)(F)F)n3nc(C(=O)Nc4c(C)n(C)n(-c5ccccc5)c4=O)cc3n2)cc1,i
Cc1[nH]nc(C(F)(F)F)c1N=NN1CCOCC1,i

(list continues)
molecule,ANO1 activ
Cc1ccc(C(=O)COC(=O)c2cccc(O)c2)s1,i
CC12CCC(C(=NO)C1=O)C2(C)C (stereo unspecified),i
OC(CNCCc1ccc(Cl)cc1)COc1ccc2ccccc2c1 (stereo unspecified),i
Nn1c(SCC(=O)Nc2nccs2)nnc1-c1ccco1,i
O=C(c1ccc2noc(-c3ccccc3)c2c1)N1CCN(c2ccccc2)CC1,i
CCC(C)C(N=C1NS(=O)(=O)c2ccccc21)C(=O)N1CCC(C)CC1 (stereo unspecified),i
COc1cc(OC)nc(/N=C/N(C)C)n1,i
Cc1ccc(OCC(=O)NNC(=O)C2CSC3(C)CCC(=O)N23)cc1C (stereo unspecified),i
O=C1OCCN1C(=O)[C@H]1[C@H](c2ccc(F)cc2)C(c2ccccc2)=NN1c1ccccc1,i
O=C(COC(=O)C1CC2CCCC(C1)C2=O)Nc1ccccc1 (stereo unspecified),i
CC(C)Oc1ccc(S(=O)(=O)N2CCOCC2)cc1NC(=O)CN1C(=O)c2ccccc2C1=O,i
Cc1cc(C)c2c(n1)nn1c(N3CCN(Cc4ccccc4)CC3)cc(C)nc21,i
CCCN(CC(=O)Nc1ccccc1C)C(=O)COC(=O)c1cnc(C)cn1,i
O=C(Nc1cccc(Cl)c1)C1CCCN(C2=NS(=O)(=O)c3ccccc32)C1 (stereo unspecified),i
O=C(NCCCCCCNC(=O)OCc1ccccc1)OCc1ccccc1,i
COc1ccc2nc(NCc3ccc(OC)c(OC)c3OC)sc2c1,i
COc1ccc(C(CNC(=O)c2cccc(S(=O)(=O)Nc3ccccc3OC)c2)N2CCCCC2)cc1 (stereo unspecified),i
Cc1cccc(C)c1NC(=O)CN(C)C(=O)C1CC(=O)N(c2cccc3ccccc23)C1 (stereo unspecified),i
COC(=O)CCC(C(=O)CN1C(=O)c2ccccc2C1=O)N1C(=O)c2ccccc2C1=O (stereo unspecified),i
CC1(c2ccccc2)CC(c2ccccc2)=C(C#N)C(=O)N1 (stereo unspecified),i
O=C(O)CCCc1ccccc1,i
CS(=O)c1ccccc1-c1nc(-c2ccc([N+](=O)[O-])cc2)no1 (stereo unspecified),i
COc1cc(CC(=O)OCC(=O)NC2CCCCC2C)cc(OC)c1OC (stereo unspecified),i
COc1ccc(CNC(=O)C(C)N2C(=O)NC3(CCCCCCC3)C2=O)cc1 (stereo unspecified),i
COC(=O)c1cc(NC(=O)COC(=O)CCc2c[nH]c3ccccc23)cc(C(=O)OC)c1,i
CCc1nc2ccc(C(=O)N(C)CC(=O)Nc3ccc(F)c(F)c3F)cc2nc1CC,i
CCCCCN(C(=O)CCC(=O)OCC(=O)N1CCCCC1CC)c1c(N)n(CCCC)c(=O)[nH]c1=O (stereo unspecified),i
COc1cc(OC)c(C(=O)OCC(=O)N2CCN(S(=O)(=O)c3ccc(C)cc3C)CC2)cc1OC,i
Cc1cc(OCC(=O)Nc2nnc(C3CC3)s2)ccc1C(C)C,i
COc1ccc(CC(=O)NC(C)c2ccc(Cl)c(Cl)c2)cc1S(=O)(=O)N1CCOCC1 (stereo unspecified),i
O=C(Cc1ccc(S(=O)(=O)N2CCOCC2)s1)Nc1ccc(Br)c(C(F)(F)F)c1,i
COc1cccc(C(=O)NNC(=O)c2cccc3ccccc23)c1,i
Cc1cc(NC(=O)C(C)SCC(=O)Nc2cccc(S(=O)(=O)N3CCCCCC3)c2)no1 (stereo unspecified),i
CSc1nc2ncncc2[nH]1,i
CC(CCNC(=O)c1ccccc1)(CCNC(=O)c1ccccc1)[N+](=O)[O-],i
CCCCN(C(=O)C1CC(=O)N(c2ccc(C)cc2)C1)c1c(N)n(CCC)c(=O)[nH]c1=O (stereo unspecified),i
COc1ccc(C(=O)Cc2ccccc2C(=O)O)cc1,i
OC(C#Cc1ccccc1)(c1ccccc1)c1ccccc1,i
O=C(Nc1ccccc1)Nc1ccccc1,i
Nc1nnc(-c2ccc([N+](=O)[O-])o2)s1,i

Given with values ahead of the structure: 2 of the compounds above
ANO1 activ | mol
i | COc1cccc(C(=O)NNC(=O)c2cccc3ccccc23)c1
i | OC(C#Cc1ccccc1)(c1ccccc1)c1ccccc1

Next structures.
molecule,ANO1 activ
CC(=O)N1CCN(C(=O)CNC(=O)c2ccc(C)s2)CC1,i
O=C(c1ccccc1)c1ccc(Oc2ccc([N+](=O)[O-])cc2[N+](=O)[O-])cc1,i
N#CC(C#N)=C1c2cc(S(N)(=O)=O)ccc2-c2ccc(S(N)(=O)=O)cc21,i
COc1ccc(C(=O)NC(=O)COC(=O)CCS(=O)(=O)c2ccc(C)cc2)cc1,i
CN(C(=O)CSc1nc(C2CC2)n(-c2ccccc2)n1)C1CCS(=O)(=O)C1 (stereo unspecified),i
CCN(CC)CCOC(=O)c1ccc(NC(=O)CSc2nnc(-c3cccs3)n2CC)cc1,i
O=C(NCCN1CCN(c2cccc(Cl)c2)CC1)c1cccn2c(=O)c3ccccc3nc12,i
O=C(NCc1ccccc1Cl)c1ccc(S(=O)(=O)NCc2ccco2)cc1,i
CC1CCCC(O)(C(C(=O)O)c2ccccc2)C1 (stereo unspecified),i
CCOc1ccc(NC(=O)Cn2nnc(-c3ccc(C(N)=O)cc3)n2)cc1S(=O)(=O)N1CCCC1,i
Cc1ccc(S(=O)(=O)Nc2cncnc2NS(=O)(=O)c2ccc(C)cc2)cc1,i
CC1CCCCC1NC(=O)CN1C(=O)NC(C)(c2cccc(Br)c2)C1=O (stereo unspecified),i
O=C(O)c1ccccc1NN=Cc1ccccc1,i
c1ccc2c(CCc3ccncc3)cccc2c1,i
COc1cc(C(=O)C(O)c2ccc(O)c(OC)c2)ccc1O (stereo unspecified),i
CCC(=O)N1CCc2cc(Br)c(S(=O)(=O)CCC(=O)NCCc3ccccc3)cc21,i
Cc1csc(NC(=O)C2CCN(S(=O)(=O)c3ccccc3)CC2)n1,i
CC1CCN(N=Nc2nc3c([nH]2)c(=O)n(C)c(=O)n3C)CC1,i
CN(C)Cc1cc(C(C)(C)C)cc(N2CCOCC2)c1O,i
C#CCOCCOCCOCCNc1nc(N2CCN(C(=O)Cn3cc(CCO)nn3)CC2)nc(N2CCN(C(=O)Cn3cc(CCCCN)nn3)CC2)n1,i
O=C1OC(Sc2ccccc2)(c2ccccc2)c2ccccc21 (stereo unspecified),i
Cc1cccc(/C=N/NC(=O)C[n+]2ccccc2)c1,i
CCOc1ccc(OCCC(=O)Nc2cccc(S(=O)(=O)N3CCCC3)c2)cc1,i
COc1ccccc1N1CCN(C(=O)c2oc3ccccc3c2C)CC1,i
CC1(NC(=O)c2cccc(S(=O)(=O)N3CCCc4ccccc43)c2)CCS(=O)(=O)C1 (stereo unspecified),i
CNc1nc(-c2ccc3c(c2)CCN3C(=O)c2ccc(F)cc2)cs1,i
O=C1OCCN1C(=O)[C@H]1[C@H](c2ccc([N+](=O)[O-])cc2)C(c2ccccc2)=NN1c1ccccc1,i
Cc1cc(O)c(C(C)C)cc1NC(=O)Nc1ccc([N+](=O)[O-])cc1,i
CC(C)Nc1nc(NC2CCCC2)nc(N2CCOCC2)n1,i
CCCOc1ccc(/C(O)=C2/C(=O)C(=O)N(CCN3CCOCC3)C2c2ccccc2)cc1 (stereo unspecified),i
Fc1ccc(CSc2ncnc3c2ncn3C2CCCCO2)cc1 (stereo unspecified),i
CCCCC(C)Sc1nc2c([nH]1)c(=S)n(C)c(=O)n2C (stereo unspecified),i
Cc1[nH]c(=S)[nH]c(=O)c1Cc1c(O)ccc2ccccc12,i
COc1ccc(/C=N/NC(=O)c2ccc(-n3cnnn3)cc2)cc1,i
COC(=O)CCN1CCC2CC1c1cc(Cl)ccc12 (stereo unspecified),i
COCCN(Cc1cc2cc(C)ccc2n2nnnc12)C(=S)Nc1ccc(OC)cc1,i
Cc1nn2c(CN(C(=O)c3ccco3)c3ccccc3)nnc2c2ccccc12,i
Cc1ccc(C(=O)OCC(=O)N2CCNC2=O)c(C)c1,i
COCc1c(C(=O)OCC(=O)N2c3ccccc3NC(=O)C2(C)C)oc2ccccc12,i
O=Cc1ccc(-c2ccc([N+](=O)[O-])cc2Cl)o1,i
C=C(C(=O)c1ccccc1)C(NC(C)(C)C)c1ccccc1 (stereo unspecified),i
COc1ccc(-c2nc3cc(C)ccn3c2NC2CCCCC2)cc1SC1CCCCC1,i
N#CC(=C(O)CN1CCN(c2ccccc2F)CC1)c1nc(-c2ccccc2)cs1,i
O=[N+]([O-])c1ccccc1C(O)Cc1ccccn1 (stereo unspecified),i
Cn1c(N)c(C(=O)COC(=O)CNC(=O)c2ccc(Cl)cc2Cl)c(=O)n(C)c1=O,i
COc1cc(OC)cc(-c2sc3ccc(OC)cc3c2-c2ccc(OCCN3CCOCC3)cc2)c1,i
CCc1ccccc1NC(=O)CN1CCN(C(=O)C(C)NC(=O)c2ccc(Cl)cc2)CC1 (stereo unspecified),i

Screens: PubChem, Johns Hopkins Ion Channel Center
